UBC9 SUMO inh = inhibitors of human SUMOylation (UBC9) | P63279 | HTRF SUMOylation assay, SAE1/SAE2 + UBC9, in vitro | inhibition, % at 35 µM | actives 0.36% (n = 290,000) | AID 2006; in the data active means inhibition above about 50%, passing the limit was not always enough; further: strong numbers were not always called active
VIM-2 inhibitor = inhibitors of Pseudomonas aeruginosa VIM-2 metallo-beta-lactamase; purified VIM-2, nitrocefin hydrolysis, epi-absorbance fluorescence; inhibition, % at 5.6 µM; actives 0.89% (n = 290,000); AID 1527;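 active means inhibition above the mean of all tested compounds plus 3 SD, cutoff set per screening run, cut at about 7.5% in these data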;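 further: red hydrolysis product quenches plate fluorescence so inhibitors raise well fluorescence; 0% = enzyme with DMSO and 100% = DMSO without enzyme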
IDE inh = inhibitors of human insulin-degrading enzyme in cells; actives 0.41% (n = 320,000); HEK cells, FAbetaB cleavage, fluorescence polarization; P14735; inhibition, % at 5.59 µM;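 active means percent inhibition above the average of all tested compounds plus 3 SD, set per screening campaign, cut at about 16% in these data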;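 further: IDE supplied by intact live HEK cells; FP after avidin binding of uncleaved biotin substrate so inhibition keeps polarization high; 0% = DMSO wells and 100% = 60 µM reference IDE inhibitor Ii1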
PfM18AAP inh = PfM18AAP enzyme inhibition; AID 1822; actives 1.2% (n = 290,000); inhibition, % at 7.35 µM; recombinant PfM18AAP, H-Glu-NHMec fluorogenic cleavage;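 active means inhibition above the campaign mean inhibition over all tested compounds plus 3 SD, cut at about 28% in these data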;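 further: 0% = plate median of test compound wells and 100% = 2 mM ZnCl2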
p-CIP stab down = compounds decreasing mouse p/CIP protein stability. F442A p/CIP-EGFP cells, EGFP fluorescence, 16 h. decrease of EGFP signal, % at 10 µM. actives 0.01% (n = 290,000);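 active means EGFP signal decrease of at least 30% at 10 µM or well 3 SD below plate mean, unless failing retest; inactive means the rest, including hits failing retest or dose response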; further: some compounds called inactive have numbers as strong as hits; many of its hits are not listed in these tables
HCV NS3 hel inh = inhibitors of Hepatitis C virus NS3 helicase; NS3 helicase DNA unwinding, Cy5 molecular beacon fluorescence; inhibition, % at 10.9 µM; actives 0.56% (n = 290,000); AID 1800;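 active means inhibition above the mean of all tested compounds plus 3 SD, set per campaign, cut at about 35% in these data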;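 further: 0% = DMSO wells and 100% = thioflavine S control wells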
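System: NS3 helicase fragment of HCV / Schedule: 1 h at 25 °C / Control set: DMSO alone as 0% and 110 µM thioflavine S as 100% / Reagent: Cy5/quencher beacon DNA duplex and ATP to start / Technique: Cy5 fluorescence / Replication: singlicate / Evaluation: % inhibition of end-to-start signal ratio versus controls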
FID counter = counter-screen for HCV NS3 helicase inhibitors: DNA intercalator displacement; DNA fluorescent intercalator displacement, fluorescence; inhibition, % at 7.9 µM; actives 0.17% (n = 290,000); in the data active means inhibition above about 37%;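 further: 0% = vehicle and 100% = reference compound; higher means more ethidium bromide displaced from hairpin DNA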
IMP-1 inhibitor = blocks Pseudomonas aeruginosa IMP-1 metallo-beta-lactamase; actives 0.45% (n = 290,000); inhibition, % at 5.6 µM; purified IMP-1, nitrocefin hydrolysis, epi-absorbance fluorescence;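 active means inhibition above the mean plus 3 SD of all compounds in the same screening run, cut at about 4.5% in these data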;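 further: 0% = IMP-1 with DMSO and 100% = DMSO wells lacking enzyme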
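assay system = purified recombinant IMP-1 metallo-beta-lactamase enzyme | schedule = 15 min preincubation plus 25 min reaction at 25 °C | signal = Epi-absorbance fluorescence, 480 nm excitation, 530 nm emission | read-out basis = percent inhibition from optical density relative to buffer-blank wells | controls = IMP-1 with DMSO as 0%, enzyme-free DMSO as 100%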
IDE cell activ = IDE (human) activation, cell-based; P14735; HEK cells, FAbeta-B cleavage, fluorescence polarization; 0% vehicle, 100% cell-free pure enzyme wells; activation, % at 5.96 µM; actives 0.073% (n = 340,000); AID 493087;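 active means activation above the mean of all tested compounds plus 3 SD, set per screening campaign, cut at about 17% in these data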
Starred values were filed as active, the others as inactive; · = not tested or not shown. Compounds were not picked by outcome. About 3.6% of those tested had a hit in this group.

Fields: UBC9 SUMO inh	VIM-2 inhibitor	IDE inh	PfM18AAP inh	p-CIP stab down	HCV NS3 hel inh	FID counter	IMP-1 inhibitor	IDE cell activ
Cc1nn(CC#N)c(=O)n1-c1ccc(C(C)C)cc1
→ 0	-2.5	1	4	-2	7	-4	-2.5	-1
CCCC(=O)NCCCc1nc2ccccc2n1CC
→ 0	-4.2	-1	-8	9	8	-2	-3.4	-2
CCN(CC)S(=O)(=O)c1ccc(N2CCCCC2)c(NC(=O)c2ccncc2)c1
→ 8	-0.5	7	-4	-1	-4	-34	-1.8	-1
CCOC(=O)N1CCC(NS(=O)(=O)c2ccc(C#N)cc2)CC1
→ -14	-2.5	-5	4	-4	24	-9	-2.7	·
Cc1ccc(-c2nnn(CC(=O)Nc3cccc4c3CCCC4)n2)o1
→ 33	2.3	-8	-3	0	17	-7	-0.4	2
CCc1ccc(NC(=O)NCCN2CCN(c3ccc(OC)cc3)CC2)cc1
→ 3	-2.5	1	3	18	-85	10	-1.5	-1
Cn1ccsc1=NC(=O)c1ccc(OC(F)(F)F)cc1
→ -5	-1.3	1	1	4	0	-10	-1.7	0
COc1ccc(C)cc1N(CC(=O)NC1CCCC1)C(=O)CCC(=O)Nc1nc(C)cs1
→ 14	-0.4	-7	1	-7	-6	-48	-1.1	3
S=C(NCc1ccc(Cl)cc1)NC1CCCCC1
→ -6	-1.2	-4	-2	-7	-6	-2	-1.9	2
Oc1ccc(-c2nncn2-c2ccccc2)cc1
→ -10	-1.1	0	-1	-17	-9	-2	-2.9	-3
Nc1ccc(C(=O)OCC(=O)N2CCN(C(=O)c3ccco3)CC2)cc1[N+](=O)[O-]
→ -5	-2.8	3	-5	13	-1	0	-3.0	0
CN(C)c1nc(-c2ccccc2)nnc1C(F)(F)F
→ 23	-1.4	-3	9	5	15	-11	3.4	5
CC(CCC(=O)Nc1nncs1)C(=O)O (configuration not stated)
→ 5	-2.7	-2	-5	-3	-2	1	-4.6	2
CCc1nnc(NC(=O)CSC(=S)N2CCOCC2)s1
→ 4	0.1	-6	-3	2	2	-9	-2.9	2
O=C(CCN1C(=O)C2C3CCC(C3)C2C1=O)Nc1ccc(Br)cc1 (configuration not stated)
→ 8	0.5	-4	-3	-21	-5	-9	-2.5	1
O=C(Nc1ccc(Nc2ccncc2)cc1)c1ccc(Nc2ccnc3ccc([N+](=O)[O-])cc23)cc1
→ 69*	36*	·	-6	0	53*	39*	21*	4
CCC(=O)N1c2ccc(S(=O)(=O)NCCc3ccc(OC)c(OC)c3)cc2CC1C (configuration not stated)
→ 8	-3.0	3	5	-6	6	-40	-0.2	1
CCc1c(C)nc2ncnn2c1N1CCC(C(=O)Nc2cccc(C(C)=O)c2)CC1
→ 12	-2.6	2	5	-3	7	-22	-2.1	-2
O=C(CCc1nc2ccccc2s1)OCc1ccccc1
→ -2	-4.3	-7	3	1	-11	-14	-2.7	0
NC(=O)c1cc(Br)cc(C2CCCCC2)c1O
→ -9	-3.0	6	1	-10	-17	-2	-2.0	2
COc1ccc(NC(=O)CCS(=O)(=O)c2ccc3c(c2)CCN3C(C)=O)cc1
→ 4	-1.7	2	-4	-4	4	-6	-2.6	2
COc1ccc(NC2c3ncccc3C(=O)N2Cc2cccs2)cc1 (configuration not stated)
→ 12	-5.2	0	6	0	-6	-8	-2.5	2
COCCN(CC(=O)NCc1ccc(OC)cc1)C(=O)CCC(=O)Nc1nccs1
→ 7	-1.4	4	-4	2	-1	-8	-1.7	12
Cc1cccc(NC(=O)Cn2c(=O)n(CCC(=O)NC3CCCC3)c(=O)c3ccccc32)c1
→ 21	-1.1	0	-3	1	7	-6	-3.2	2
COc1ccc(/C(O)=C2/C(=O)C(=O)N(CCN(C)C)C2c2ccccn2)cc1OC (configuration not stated)
→ 11	-3.2	-1	-15	1	-1	-8	-1.0	14
CC(=O)NS(=O)(=O)c1ccc(NC(=O)c2cc(-c3cccs3)nc3ccccc23)cc1
→ 24	-1.5	3	-7	0	20	-29	-4.4	3
CCOC(=O)N1CCN(C(=O)c2cc(COc3ccc(Cl)cc3OC)on2)CC1
→ 3	0.7	8	2	1	10	-52	-1.2	-1
CCOc1ccc(CNC(=O)CCCc2cn(C)c3ccccc23)cc1
→ -9	-1.2	·	1	-1	16	-30	-2.1	2
CCOC(=O)c1c(NC(=O)c2nn(CC)cc2Br)sc2c1CCCCC2
→ 20	-0.7	0	6	-8	-5	-4	0.4	1
O=C(CSc1nc2ccc(S(=O)(=O)N3CCOCC3)cc2[nH]1)N1CCOCC1
→ -4	-4.5	3	-18	5	-1	-1	-4.1	1
CC(C)CN(C(=O)CCC(=O)OCC(=O)NCCc1ccccc1)c1c(N)n(CC(C)C)c(=O)[nH]c1=O
→ 2	-0.8	3	3	-1	-3	-42	-4.2	-3
CC(=O)Nc1cccc(S(C)(=O)=O)c1
→ 3	-2.0	2	-1	-10	-8	-2	0.1	-1
CC(C)(C)c1ccccc1OCCN1CCCC1
→ -6	-0.5	-2	-8	-3	-4	13	-4.5	4
CC(C)CSc1nc2c(c(=O)[nH]c(=O)n2C)n1CC(O)COc1cccc2ccccc12 (configuration not stated)
→ -9	-5.0	·	-6	-18	-6	-5	-3.2	-1
COC(=O)CC1=C(C(=O)OC)[C@@H](c2ccccc2[N+](=O)[O-])C(C#N)=C(N)O1
→ 14	-1.0	8	9	6	8	-4	-2.3	5
Cc1cccc(NC(=O)C23CCC(C)(C(=O)O2)C3(C)C)c1 (configuration not stated)
→ 7	1.2	2	-6	5	6	-11	-0.4	3
CCOC(=O)C1(Cc2cccc(F)c2)CCN(Cc2cn(CC)nc2C)CC1
→ 24	-1.2	-12	5	-2	0	4	-2.3	5
CC(=O)Nc1ccc(NC(=O)COc2cc(O)c3c(c2)OC(C)(C)CC3=O)cc1
→ 0	-4.2	0	-4	-9	-15	-25	-3.2	-2
COc1ccccc1N(CC(O)COc1ccccc1)S(=O)(=O)c1ccccc1 (configuration not stated)
→ 6	-1.9	1	-2	0	-2	-14	-2.8	5
CCSc1nc2c(c(=O)n1-c1ccc(F)cc1)SCC2
→ -19	-3.4	3	8	-1	2	-7	0.7	3
O=C(COc1ccccc1)Nc1cc(C(F)(F)F)ccc1N1CCCC1
→ -20	-7.2	3	0	-10	-11	-14	-1.3	-1
Cc1nonc1OCCn1nnnc1N
→ -9	-1.8	-2	1	2	3	3	0.2	3
COc1ccc(CCNC(=O)CCc2cc(OC)c(OC)c(OC)c2)cc1OC
→ 5	-1.1	-7	-7	-6	2	-19	-1.2	2
COc1ccc(NC(=O)CCS(=O)(=O)c2ccc3nc(C)sc3c2)cc1OC
→ -6	-3.0	4	2	7	3	-2	-2.9	1
CCc1ccccc1NC(=O)Cn1nc(C(F)(F)F)cc1C1CC1
→ -4	-1.3	7	-1	-8	3	-4	-1.7	5
O=C(CCCCCN1C(=O)[C@@H]2Cc3ccccc3CN2C1=O)Nc1cccc(F)c1
→ ·	-0.3	0	6	-12	-1	-44	-0.1	2
CC(SCC(=O)O)c1nc2ccccc2[nH]1 (configuration not stated)
→ 20	-3.6	0	2	-8	15	3	-2.2	-2
Cc1ccc(/C=C2/C(=O)N=C(N)N2C)s1
→ -3	-2.9	-3	0	-7	6	-2	-0.1	5
CCN(CC)S(=O)(=O)c1ccc(C(=O)Nc2cccc(C)c2)cc1
→ -6	0.5	-1	2	13	2	-16	-1.2	-1
CCNc1ncnc2c1cnn2C
→ 0	-2.3	-3	2	-2	2	11	-2.4	-4
CC(C)[C@@H](N)C(=O)N/N=C/c1ccc2ncccc2c1
→ 8	1.1	7	5	-2	-12	1	-3.9	0
CCCCC[C@H]1CN(Cc2ccc(OC)cc2)C(=O)[C@@H]1CC(=O)NCc1ccccc1
→ -4	-2.2	0	-4	-4	6	-49	-1.6	0
COc1cccc(NC(=O)CN(C)CC(=O)Nc2ccc(C)c([N+](=O)[O-])c2)c1
→ 0	-5.7	6	5	-16	3	-31	-4.9	4
COc1cc(N(C(=O)Cc2cccs2)C(C(=O)NC2CCCCC2)c2ccc(C)cc2)ccc1-n1cnnn1 (configuration not stated)
→ 11	-0.7	-3	-7	4	-1	-4	-3.3	3
OC1CCN(c2c3c(nc4cc(-c5ccc(Cl)cc5)nn24)CCC3)CC1
→ 25	-1.6	3	-2	-17	-2	-7	-5.0	-3
O=C(CSc1nnc(NC(=O)c2ccccc2)s1)NC1CCCC1
→ 3	4.9	8	0	-5	26	-18	-1.2	-1
Cc1nnc(SCc2nnc(-c3ccc(Cl)cc3)o2)n1-c1ccccc1
→ 29	·	-2	·	3	·	·	·	0
O=C(Cc1c(F)cccc1Cl)Nc1ccccc1N1CCCCC1
→ -2	-3.7	-9	0	-11	-2	-18	-0.4	8
CCn1c(=O)c(C(=O)Nc2ccccc2S(N)(=O)=O)c(O)c2ccccc21
→ -20	-3.0	0	4	-1	-6	-5	-3.3	1
COc1ccccc1NS(=O)(=O)c1cccc(C(=O)N/N=C2\CC(=O)CC(C)(C)C2)c1
→ -4	-2.4	6	9	0	17	-17	-1.4	1

Going on with the list:
Fields: UBC9 SUMO inh	VIM-2 inhibitor	IDE inh	PfM18AAP inh	p-CIP stab down	HCV NS3 hel inh	FID counter	IMP-1 inhibitor	IDE cell activ
CC(Oc1cc2oc(=O)c3c(c2cc1Cl)CCCC3)C(=O)NCC1CCC(C(=O)O)CC1 (configuration not stated)
→ 6	1.8	3	6	3	7	-70	-1.0	-2
C=CCn1c(SCC(=O)NCC2CCCO2)nc2c([nH]c3ccccc32)c1=O (configuration not stated)
→ -1	-0.1	0	1	18	0	-24	0.5	3
COc1ccc(CC(=O)N2N=C(C)CC2(O)c2cccnc2)cc1 (configuration not stated)
→ -5	-1.0	-2	-5	-18	5	-8	-2.2	0
COCCN(C(=O)CNC(=O)c1ccco1)C(C(=O)NC1CCCC1)c1cccc(OC)c1 (configuration not stated)
→ 14	2.0	-2	-16	-2	-15	-18	-2.7	7
C=CCN(c1cccc(C(F)(F)F)c1)S(=O)(=O)c1cccc(C(=O)OCC(=O)NC)c1
→ -20	-1.6	2	-2	4	16	-23	-1.9	0
CC(=O)[C@@H]1[C@@H]2C(=O)N(c3ccccc3F)C(=O)[C@@H]2[C@H]2c3ccccc3C=NN12
→ 18	1.2	5	-12	-14	1	-10	-1.0	·
O=C(/C=C/c1cccc(Br)c1)NCC1CCCCC1
→ -1	-1.9	0	-1	3	-7	-1	-2.2	0

Random excerpt: two records from the list, in no set order.
Fields: UBC9 SUMO inh	VIM-2 inhibitor	IDE inh	PfM18AAP inh	p-CIP stab down	HCV NS3 hel inh	FID counter	IMP-1 inhibitor	IDE cell activ
COc1ccc(NC2c3ncccc3C(=O)N2Cc2cccs2)cc1 (configuration not stated)
→ 12	-5.2	0	6	0	-6	-8	-2.5	2
CCN(CC)S(=O)(=O)c1ccc(C(=O)Nc2cccc(C)c2)cc1
→ -6	0.5	-1	2	13	2	-16	-1.2	-1
